Screens from PubChem BioAssay.
PDI inh = PDI (human) enzyme inhibition; P07237; PDI insulin aggregation turbidity, A650, 90 min; inhibition, % at 10 µM; actives 0.052% (n = 350,000); AID 588391;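 active means mean inhibition across replicates of 30% or more, whatever share of single replicates reach that level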;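 further: absorbance from insulin aggregation driven by PDI reduction with DTT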
Target sequence (P07237 whole entry, looked up): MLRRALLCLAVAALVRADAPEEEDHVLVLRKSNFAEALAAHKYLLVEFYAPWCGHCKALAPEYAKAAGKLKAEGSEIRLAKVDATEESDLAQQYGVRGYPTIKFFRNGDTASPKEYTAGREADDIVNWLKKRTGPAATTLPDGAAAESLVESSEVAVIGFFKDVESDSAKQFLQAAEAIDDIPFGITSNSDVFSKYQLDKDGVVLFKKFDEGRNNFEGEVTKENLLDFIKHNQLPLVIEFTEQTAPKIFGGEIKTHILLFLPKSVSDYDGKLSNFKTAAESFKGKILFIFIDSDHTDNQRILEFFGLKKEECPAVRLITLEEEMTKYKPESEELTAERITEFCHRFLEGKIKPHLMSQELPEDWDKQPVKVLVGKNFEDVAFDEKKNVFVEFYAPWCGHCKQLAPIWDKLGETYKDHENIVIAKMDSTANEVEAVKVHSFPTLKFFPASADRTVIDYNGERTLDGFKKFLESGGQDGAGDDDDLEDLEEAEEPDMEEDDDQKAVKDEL
iPSC survival up = hiPSC single-cell survival enhancement; survival enhancement, % at 20 µM; actives 0.044% (n = 360,000); ATPlite luminescence; 100% = ROCK inhibitor wells, 0% = DMSO; in the data active means survival enhancement above about 18%;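 further: cells exposed to compounds for 16 hours before the ATP read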
HIF-2a inh = blocks HIF-2a reporter activity. actives 0.72% (n = 360,000). AID 624352. inhibition, % at 18.8 µM. 786-0 RCC cells HIF-2a reporter, luciferase luminescence, overnight;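 active means inhibition of the luminescence signal of 40% or more relative to plate controls, in a single-dose primary screen at 18.75 µM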
Cardio protect = myocardial damage modulation in H9c2 cells. H9c2 cardiomyocytes, H2O2 injury protection, ATPLite, 2 h. protection from H2O2 cell death, % at 20 µM. actives 0.63% (n = 360,000). AID 588492;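 active means compounds giving at least 50% protection of heart cells from peroxide-induced death in the single-dose screen, raw or plate-pattern-corrected value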;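 further: 0% = DMSO wells with peroxide and 100% = DMSO wells without peroxide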
CaV13 FRET inh = Disruptors of the CACNA1D IQ motif to Ca2+-dependent inactivation inhibitor domain association, primary screening, Förster resonance energy transfer in intact living … | actives 0.098% (n = 340,000) | HEK cells, CFP/YFP FRET ICDI-IQ, plate reader, 10 min; percent FRET-ratio fall versus neutral wells | inhibition, % at 12.3 µM;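 active means mean replicate inhibition of at least 30% and at least 1% of replicates passing that level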;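 further: 0% = median of the neutral control wells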
Peg3 promoter = inhibitors of Peg3 promoter; HeLa PEG-Prom luciferase reporter, luminescence, overnight; inhibition, % at 20 µM; actives 1.7% (n = 360,000);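 active means inhibition of at least 50% at 20 µM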
NR2E3 ag-1 = human photoreceptor-specific nuclear receptor agonism; Q9Y5X4; CHO-S Gal4-NCOR/VP16-NR2E3 two-hybrid, luciferase; inhibition of corepressor binding, % at 3.98 µM; actives 0.35% (n = 360,000); AID 602229;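 active means inhibition above the mean of all tested compounds plus 3 SD, cut at about 70% in these data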;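 further: 0% = DMSO with NR2E3 transfected cells and 100% = cells lacking NR2E3 construct; higher means lower luciferase signal from less NR2E3 corepressor binding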
Target sequence (Q9Y5X4 whole entry, looked up, the tested form may be a part): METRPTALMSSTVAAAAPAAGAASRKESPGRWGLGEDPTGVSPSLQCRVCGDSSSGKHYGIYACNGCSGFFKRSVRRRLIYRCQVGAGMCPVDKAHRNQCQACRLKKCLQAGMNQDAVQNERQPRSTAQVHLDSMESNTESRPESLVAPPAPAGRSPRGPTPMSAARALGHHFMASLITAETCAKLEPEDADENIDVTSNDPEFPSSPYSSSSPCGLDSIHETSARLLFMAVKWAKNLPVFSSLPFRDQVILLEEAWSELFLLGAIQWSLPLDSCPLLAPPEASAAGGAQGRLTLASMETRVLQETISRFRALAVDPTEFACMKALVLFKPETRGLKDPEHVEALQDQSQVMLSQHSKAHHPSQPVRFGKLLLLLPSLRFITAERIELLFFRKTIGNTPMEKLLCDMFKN
NR2E3 ag-2 = agonists of human nuclear receptor NR2E3; AID 2300; actives 0.12% (n = 320,000); inhibition of corepressor binding, % at 4.78 µM; GST-NR2E3/biotin-RetCOR TR-FRET, 1536-well;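 active means percent inhibition above the cutoff of mean plus 3 SD of all tested compounds, set per screening campaign, cut at about 20% in these data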;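 further: 0% = DMSO wells and 100% = biotin wells as full block of FRET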
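Test system: GST-NR2E3 and biotin-RetCOR proteins | Quantity: 1.35 nM GST-tagged NR2E3 final | Medium: Tris pH 7.5 | Also added: 7 nM biotin-RetCOR | Dosing: Compound at 4.8 µM, single dose | Timing: 5 h at 4 °C | Detection: Time-resolved FRET | Read-out basis: Percent inhibition | Benchmarks: Biotin wells as high control, 0.6% DMSO wells as low control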
Shn3 3UTR inh = Schnurri-3 reporter inhibition in Clone20 osteoblasts; Clone20 osteoblast Shn3 3'UTR firefly luciferase, 24 h; inhibition, % at 12.5 µM; actives 0.52% (n = 360,000); AID 588674;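 active means mean inhibition of at least 75% with every replicate also reaching 75%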;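 further: 0% = median of neutral control wells and 100% = pilot-screen positive control compound; some compounds past the cut are filed as inactive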
TRPM1 prom inh = inhibitors of MITF-driven TRPM1 promoter in melanoma cells | SK-MEL-5 TRPM1 promoter luciferase, 24 h | inhibition, % at 12.5 µM | actives 0.83% (n = 330,000);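 active means mean inhibition across replicates of 60% or more, whatever share of single replicates reaches that level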; further: values of inactives mirror those of a sister screen read the other way
HTR2A ag = agonists of mouse serotonin 5-HT2A receptor (HTR2A); actives 0.66% (n = 360,000); activation, % at 7.6 µM; CHO-K1 mHTR2A beta-arrestin complementation, luminescence; percent of 30 µM serotonin response;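 active means activation above a run cutoff, the mean activation of all tested compounds plus 3 SD, cut at about 14% in these data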;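 further: 0% = plate median of compound wells and 100% = 30 µM serotonin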
* hit, by the source's call; nt = no result given.

SMILES	PDI inh	iPSC survival up	HIF-2a inh	Cardio protect	CaV13 FRET inh	Peg3 promoter	NR2E3 ag-1	NR2E3 ag-2	Shn3 3UTR inh	TRPM1 prom inh	HTR2A ag
COCC1CCCCN1C(=O)c1ccc(OC2CCN(Cc3ccccn3)CC2)cc1 (configuration not stated)	-1	-0.4	11	6	-6	3	-4	1	-16	0	1
O=C1CCCC(=O)N1c1ccc(O)cc1	7	0.6	-1	2	-5	-4	-2	5	4	10	-1
CCC(=O)N(C)C[C@H]1Oc2cc(-c3cccnc3)ccc2S(=O)(=O)N([C@H](C)CO)C[C@H]1C	2	-0.3	0	13	nt	5	5	nt	2	nt	-1
COC(=O)C(Cc1ccccc1)NC(=O)CSc1nc(N)cc(=O)[nH]1 (configuration not stated)	-4	0.2	7	8	0	-1	-10	-1	4	1	-3
CC(=O)Oc1ccc(C(=O)Nc2cc(NC(=O)c3ccc(OC(C)=O)cc3)cc(C(=O)NC(C)(C)C)c2)cc1	-5	0.6	11	-12	-14	6	-17	-1	-4	14	-4
CSc1ccccc1OCc1cc(C(=O)NCCC2=CCCCC2)no1	-4	-0.6	-46	0	-7	-12	-18	2	7	-14	-8
Cc1cccc(N2C(=O)c3cccc4cccc(c34)C2=O)c1	3	-0.3	-22	4	-3	-2	-61	1	9	-3	0
Cc1ncc([N+](=O)[O-])n1CCOC(=O)Nc1ccc([N+](=O)[O-])cc1	0	0.8	6	-5	-3	0	-17	-1	8	-1	7
Cc1[nH]c2ccc(C(=O)N3CCN(c4ccccc4Cl)CC3)cc2c1C	-8	-0.5	-5	-9	-3	19	2	0	-5	-1	2
C=C(C)C1CC=C(C)/C(=N/NC(=O)c2cccc([N+](=O)[O-])c2)C1 (configuration not stated)	1	-0.3	16	14	-4	9	-3	-1	-11	0	-2
CC(C)N(C(=O)COC(=O)c1ccc(Cl)s1)c1ccccc1	-4	-0.4	8	-2	-2	2	13	6	13	-5	3
c1ccc2c(NCC3CCCO3)nc(N3CCCCC3)nc2c1 (configuration not stated)	-3	0.4	21	-5	-14	20	-5	3	4	5	9

Among those listed so far, 2 have a nitro group on carbon:
SMILES	PDI inh	iPSC survival up	HIF-2a inh	Cardio protect	CaV13 FRET inh	Peg3 promoter	NR2E3 ag-1	NR2E3 ag-2	Shn3 3UTR inh	TRPM1 prom inh	HTR2A ag
Cc1ncc([N+](=O)[O-])n1CCOC(=O)Nc1ccc([N+](=O)[O-])cc1	0	0.8	6	-5	-3	0	-17	-1	8	-1	7
C=C(C)C1CC=C(C)/C(=N/NC(=O)c2cccc([N+](=O)[O-])c2)C1 (configuration not stated)	1	-0.3	16	14	-4	9	-3	-1	-11	0	-2

Later entries
SMILES	PDI inh	iPSC survival up	HIF-2a inh	Cardio protect	CaV13 FRET inh	Peg3 promoter	NR2E3 ag-1	NR2E3 ag-2	Shn3 3UTR inh	TRPM1 prom inh	HTR2A ag
O=C1NC2=C(C(=O)CCC2)C(c2ccccc2Cl)N1 (configuration not stated)	2	0.2	21	2	-6	-2	-10	3	-4	1	2
N#C/C(=C(/O)COC(=O)CCCNC(=O)c1ccc(Cl)cc1)c1nc2ccccc2[nH]1	0	1.3	5	0	-5	0	6	-1	-9	3	-5
CCc1nnc(N/N=C/c2c(C)[nH]c3ccccc23)n1N	1	4.2	4	3	-17	-3	1	-8	5	12	-2
COc1ccc(Cn2nnnc2CN2CCOCC2)cc1	-4	2.3	5	-1	-7	2	-13	-1	-7	-1	6
COc1cccc(NC(=O)C2C(c3ccccc3)C2(Cl)Cl)c1 (configuration not stated)	-5	1.8	17	-6	-18	9	26	4	15	0	-2
Cc1ccc(C(C)(C)C)cc1S(=O)(=O)Nc1ncnc2sccc12	7	-0.5	5	-8	-7	-10	11	-3	-11	0	3
CCCc1ccc(OCC(=O)Nc2cc(S(=O)(=O)CC)ccc2O)cc1	5	1.6	7	-6	-6	18	10	2	12	4	-6
COc1ccc(CN(C)C(=O)CNC(=O)Cc2cccc3ccccc23)c(OC)c1OC	-4	-0.4	12	-1	nt	12	19	3	3	-5	-8
COc1ccc(CN(C)CCCn2cnc3c(OC)ncnc32)cc1OC	1	25*	-5	0	-6	9	9	nt	2	nt	-3
O=C(CNCC1CCCO1)Nc1ccccc1N1CCCCCC1 (configuration not stated)	0	0.2	3	-2	-6	18	-23	-3	-3	1	1
Cc1ccc(-n2c(C)cc(C(=O)COC(=O)C3=NNC(=O)CC3)c2C)cc1	6	2.7	50*	-11	nt	-1	-10	-5	15	9	-1
CC12CCC(=O)N1C(C(=O)NNC(=O)COc1ccccc1F)CS2 (configuration not stated)	-19	-0.3	2	4	-2	4	-3	1	-4	4	3
COC1=C/C(=C/c2c(N)n3c(nc2=O)sc2cc(S(C)(=O)=O)ccc23)C=CC1=O	6	-0.5	-41	15	-60	-8	-12	2	-39	0	5
Nc1ccccc1-c1nnn(CC(=O)Nc2ccc3c(c2)OCCO3)n1	-1	-0.2	-40	-2	-14	-27	-9	3	-7	8	0
CN(CC(=O)N1CCN(c2ccccc2)CC1)S(=O)(=O)c1cnc[nH]1	0	-3.0	12	0	nt	8	-13	0	-6	1	0
O=C(NC(=O)c1cccc(F)c1)Nc1nc(-c2ccc(F)cc2)cc(C(F)(F)F)n1	-5	-0.5	6	-2	-2	6	-15	-2	1	-11	3
COc1ccccc1/C=C1\SC(=S)N(CC(=O)NC2CCS(=O)(=O)C2)C1=O (configuration not stated)	-11	-0.2	6	-2	-16	-7	-41	-2	2	-7	7
COc1ccc(C(=O)OCC(=O)N2CCN(C(=O)c3ccco3)CC2)cc1OC	-5	-1.7	5	6	-9	19	4	nt	-10	11	3
CC(C)N(Cc1nccn1C)C(=O)c1cc(COc2cccc(C(F)(F)F)c2)on1	4	0.1	0	-3	-2	-5	5	3	28	-9	-10
C[C@H](CO)N1C[C@H](C)[C@H](CN(C)C(=O)Nc2ccccc2)OCc2cnnn2CCCC1=O	-11	-0.5	2	15	nt	-13	-20	nt	-4	nt	3
Cc1cccc2cc(CN(Cc3cccs3)C3(c4nnnn4C4CCCC4)CCCC3)c(=O)[nH]c12	-3	-1.9	13	-12	-1	11	-11	0	35	3	2
O=C(/C=C/c1ccccc1)OCCN1C(=O)c2ccccc2C1=O	-5	-0.1	-10	-8	-21	-19	-33	-1	-1	-8	5
COc1cccc(CN(C(=O)Cc2c[nH]c3ccccc23)C(C(=O)NC2CCCCC2)c2cccs2)c1 (configuration not stated)	9	6.0	0	32	-3	48	-21	2	27	15	2
COc1ccc(CN(C)C(=O)c2cc(S(=O)(=O)Nc3ccccc3F)ccc2C)c(OC)c1	-1	0.3	2	-1	-11	-9	-14	7	-6	13	2
O=C(c1ccccc1)C(O)c1ccccc1 (configuration not stated)	nt	-1.1	3	5	nt	20	17	0	0	1	-4
CCN1C[C@@H]2[C@@H]3C(=O)N(C)C(=O)[C@@H]3[C@](Cc3ccccc3)(C1=O)N2C(=O)c1ccc(Br)cc1	0	-2.3	4	5	-10	2	-19	nt	-6	-3	2
Cc1ccc(/C=N/NC(=O)c2c[nH]c3ccccc23)o1	-8	0.2	-121	2	nt	-56	-31	-2	-6	-15	-1
O=C1[C@@H]2[C@H](Cc3ccc(O)cc3)N[C@]3(C(=O)Nc4ccccc43)[C@@H]2C(=O)N1c1ccc(F)cc1	-3	-2.1	12	2	-5	5	-16	3	1	12	-6
CCC(C)[C@H](NS(=O)(=O)c1ccc(C)cc1)C(=O)N1CCC(C(=O)N2CCC(C(N)=O)CC2)CC1 (some centres not stated)	nt	-0.2	1	-2	nt	15	-21	-1	-3	-4	-3
Cc1cc(=O)n(C)c(=O)n1CCCCCOc1cccc([N+](=O)[O-])c1	-8	0.6	11	-7	-4	4	16	2	26	-10	1
O=C(c1cc(-c2ccc(Cl)s2)nc2ccccc12)N1CCOCC1	-4	-0.4	-23	1	-6	-12	-29	2	-12	4	3
Cc1cccc(N(C(=O)c2csnn2)C(C(=O)NCc2ccccc2)c2ccncc2)c1 (configuration not stated)	-6	-0.4	-18	2	-2	6	1	3	-7	-1	6
O=P(O)(CCc1ccccc1)CN1CCCCC1	-2	-0.5	-15	-1	-12	16	13	4	-31	2	-2
COc1ccc(S(=O)(=O)N2CCOCC2)cc1NC(=O)CSc1nnc2n1CCCCC2	-4	0.4	11	-2	-3	1	-15	nt	7	2	1
O=C(CCC(=O)OCc1cccc([N+](=O)[O-])c1)Nc1ccccc1Cl	-8	0.6	12	5	-4	2	-13	2	-1	-16	-3
COc1cccc(C(=O)N/N=C(\CC(C)C)c2ccccc2)c1	11	0.0	1	1	-3	1	-75	-2	-23	-11	1
Cc1ccc(NS(=O)(=O)c2cccc(C(=O)NC3CC3)c2)c(C)c1	1	2.1	15	-10	-3	5	23	nt	-1	3	14
CSc1ccc(CN(C)CC(=O)Nc2ccccc2Br)cc1	9	0.6	2	-13	-2	14	0	0	17	-4	-6
Cc1ccc(NC(=O)CNC(=O)c2cccc(Cl)c2)nc1	2	-0.5	-52	0	-6	-36	38	1	-6	-34	6
Cc1cc(C)nc(NS(=O)(=O)c2ccc(NC(=O)C(C)Oc3ccccc3F)cc2)n1 (configuration not stated)	5	1.2	12	-2	-2	0	1	2	2	-1	0
COc1ccccc1CNC(=O)CN1CCN(S(=O)(=O)c2cccs2)CC1	0	-0.4	7	-7	-20	3	-10	1	4	-1	7
Cc1cccc(S(=O)(=O)N(C)C[C@H]2OCc3cnnn3CCCC(=O)N([C@H](C)CO)C[C@H]2C)c1	-3	0.0	9	0	-10	-10	1	nt	10	nt	-4
CC(C)(C)NC(=O)C(c1ccncc1)N(C(=O)c1csnn1)c1ccccc1 (configuration not stated)	-8	-1.1	-2	16	-10	2	7	2	-35	-7	-1
CCOC(=O)Cc1csc(NC(=O)c2csc(C)c2)n1	4	3.5	-10	-7	-4	-40	-3	1	-10	-26	0
Cc1ccc(CN2CCCCC2C(=O)Nc2ccc(Oc3cccnc3)cc2)o1 (configuration not stated)	-4	-0.6	16	0	-10	26	-88	2	-20	12	0
COc1cccc(-n2ccnc2SCC(=O)Nc2ccccc2)c1	-4	-2.1	-4	-2	nt	4	-2	0	13	6	-6
Oc1ccc(Cl)cc1CNc1nccs1	2	1.0	17	6	-4	-5	-12	0	-17	5	-2
COC(=O)c1ccc(NC(=O)c2ccc(NC(=O)c3ccco3)cc2)cc1	-3	1.5	2	-9	nt	-6	-3	-34	22	-4	-3
COc1ccc(S(=O)(=O)N/N=C\c2ccc(OC)c(COc3ccc(C)cc3[N+](=O)[O-])c2)cc1	8	-1.5	-10	-1	nt	13	-23	2	-12	17	-5
CCOC(=O)C1CCCN(C(=O)Cc2c(F)cccc2Cl)C1 (configuration not stated)	15	-0.7	5	-2	-9	6	-16	-1	-3	15	3
